High-throughput results as filed in PubChem BioAssay.
D1 antagonist: human D1 dopamine receptor antagonism; 3.2% of 360,000 active; P21728; HEK293 TREx D1 cells, calcium flux, dopamine EC80; stronger effect = lower value; activity change, negative = inhibition, % at 10 µM; in the data active means activity change below about -30%; further: on the % scale 0 is the no-effect control and ±100 the full control effect
Target sequence (P21728 whole entry, looked up): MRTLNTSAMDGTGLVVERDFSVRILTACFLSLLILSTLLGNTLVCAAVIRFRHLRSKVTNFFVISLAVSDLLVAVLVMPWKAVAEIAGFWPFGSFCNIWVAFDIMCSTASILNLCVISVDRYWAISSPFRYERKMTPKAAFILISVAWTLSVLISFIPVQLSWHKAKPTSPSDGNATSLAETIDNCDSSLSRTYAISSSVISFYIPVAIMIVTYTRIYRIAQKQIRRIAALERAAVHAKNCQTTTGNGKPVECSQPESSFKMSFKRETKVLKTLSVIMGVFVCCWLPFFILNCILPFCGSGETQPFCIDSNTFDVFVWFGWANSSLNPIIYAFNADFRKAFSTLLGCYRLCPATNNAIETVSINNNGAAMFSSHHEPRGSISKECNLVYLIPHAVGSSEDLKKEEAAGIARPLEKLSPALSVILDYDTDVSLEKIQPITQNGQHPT
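Inducible Hek293 Trex D1 cells (tetracycline, overnight, 30 C). Calcium dye 30–90 min RT. Antagonist mode: EC80 dopamine added after 180 s compound read.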
RXFP1 ag: RXFP1 (human) receptor agonism. HEK293T-RXFP1 cAMP TR-FRET, 30 min; response scale: percent of porcine relaxin response, buffer zero. 0.3% of 370,000 active. Q9HBX9. Potency, µM (doses to about 57.5 µM), for inactives: at the highest dose activation, hits mostly activators; active means well fitted activation curve with a large enough effect; inconclusive means small, poorly fitted or top-dose-only effect; further: potency means the concentration at half of the fitted maximal effect; on the % scale 0 is the no-effect control and ±100 the full control effect; nearly all actives have a fitted effect of over 60% in size; many of its hits are not listed in these tables
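HEK293T cells stably expressing RXFP1 were pretreated with the PDE4 inhibitor Ro 20174, exposed to compounds for 30 min at 37C, lysed, and cAMP was read by TR-FRET. Data normalized to buffer (basal) and 29 nM porcine relaxin (100%).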
D2 ag: D2 dopamine receptor (human) agonism. activation, % at 2 µM. HEK293 T-REx D2 cells, calcium flux agonist mode. 0.53% of 340,000 active. P14416;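 active means activation over 3 SD above normal in the single-dose calcium agonist read, cut at about 30% in these data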; further: 0% is about no effect
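Calcium-flux readout, 1 cycle/sec over 180 s following compound pin transfer, in inducible HEK293 Trex D2 cells (force-coupled); dopamine controls included. Positive calcium responses during this window marked compounds as potential agonists.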
D1 ag: activates the human D1 dopamine receptor; P21728; HEK293 T-REx D1 cells, calcium flux, agonist mode; activation, % at 2 µM; 1% of 360,000 active; AID 504660; in the data active means activation above about 30%; further: 0% is about no effect
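Inducible HEK293 T-REx D1 cells, force-coupled to calcium signalling, were plated at 4000 cells/well with tetracycline and held overnight at 30 C. After no-wash calcium dye loading, compound-evoked calcium rise over 180 s flagged agonists.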
TRHR enhancer: TRH receptor (human) allosteric enhancement | P34981 | TRHR cells, fluo-8 calcium fluorescence, EC20 TRH enhancement | enhancement, % at 2 µM | 0.66% of 360,000 active; in the data active means enhancement above about 30%; further: 0% is about no effect
Target sequence (P34981 whole entry, looked up): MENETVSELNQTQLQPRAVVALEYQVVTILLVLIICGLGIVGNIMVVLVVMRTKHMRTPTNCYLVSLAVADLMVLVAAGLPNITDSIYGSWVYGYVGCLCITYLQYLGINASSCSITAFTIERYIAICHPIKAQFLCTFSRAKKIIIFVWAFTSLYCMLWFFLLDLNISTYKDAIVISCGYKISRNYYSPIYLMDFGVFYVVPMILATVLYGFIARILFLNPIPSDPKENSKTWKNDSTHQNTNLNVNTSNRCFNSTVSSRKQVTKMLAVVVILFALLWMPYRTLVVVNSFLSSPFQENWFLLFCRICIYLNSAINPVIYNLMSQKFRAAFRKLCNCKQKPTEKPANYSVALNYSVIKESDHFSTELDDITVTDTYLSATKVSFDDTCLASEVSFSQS
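Enhancer read-out: after compound pinning and an initial kinetic agonist-mode read, an EC20 of TRH (10 nM final) was injected and fluo-8 calcium signal (Ex 480/Em 530) followed at 1 s/cycle for 100 cycles in TRHR-expressing cells.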
D1 PAM: human D1 dopamine receptor positive modulation. P21728. HEK293 TREx D1 cells, calcium flux, dopamine EC20 potentiation. potentiation, % at 10 µM. 0.036% of 360,000 active. AID 504651; in the data active means potentiation above about 30%; further: 0% is about no effect
D2 potentiator: positive allosteric modulators of human D2 dopamine receptor. P14416. HEK293 T-REx D2, calcium flux, EC20 dopamine potentiation. potentiation, % at 10 µM. 0.34% of 340,000 active. AID 485347;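 active means potentiation over 3 SD above the plate norm, cut at about 30% in these data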; further: 0% is about no effect
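Calcium flux readout, no-wash dye, 1 read/s. Inducible HEK293 Trex D2 line, overnight 30 C. Compound alone 180 s (agonist flags), then EC20 dopamine, another 180 s to score potentiation.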
D2 antag: antagonizes the human D2 dopamine receptor; P14416; HEK293 TREx D2 cells, calcium flux, dopamine EC80; inhibition, % at 10 µM; 2% of 340,000 active; in the data active means inhibition above about 30%; further: 0% is about no effect
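Tetracycline-induced HEK293 TREx cells expressing D2 receptor forced-coupled to calcium signalling, loaded with no-wash calcium dye. Compounds added and calcium flux read 180 s, then dopamine added at EC80 and read a further 180 s.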
RXFP1 antag: blocks the human relaxin receptor RXFP1 | Q9HBX9 | activity change, negative = inhibition, % at 57.5 µM | AID 1259400 | HEK293-RXFP1, relaxin-stimulated cAMP HTRF, 30 min; stronger effect = lower value | 0.59% of 350,000 active;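 active means activity change of -60% or lower, but not beyond a set lower limit; inconclusive means change between -60% and -40%, or beyond the set limit; inactive means change above -40%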; further: on the % scale 0 is the no-effect control and ±100 the full control effect
The depositor's hits bear a star; ? = inconclusive; · = no result given.

SMILES	D1 antagonist	RXFP1 ag	D2 ag	D1 ag	TRHR enhancer	D1 PAM	D2 potentiator	D2 antag	RXFP1 antag
COc1ccc(C2=NN(S(=O)(=O)c3ccccc3)C(c3ccccc3)C2)cc1 (configuration not stated)	8	0.7%	0.3	0	17	-3	1	4	-3
Fc1ccc(CNc2nc3ccccc3n3cnnc23)cc1	12	4.4%	0.3	0	-2	·	6	-9	·
O=C(O)c1ccc(Cn2ccc3ccccc32)o1	-36*	-0.4%	-0.5	8	2	-3	8	3	-3
CCCOc1ccc(C(CC(=O)O)NS(=O)(=O)c2ccc(NC(C)=O)cc2)cc1 (configuration not stated)	11	-1.5%	1.1	0	-10	-5	-9	-8	-3
COc1ccc(-c2ccc3c(c2)S(=O)(=O)c2cccc(C(=O)NC4CC4)c2C3=O)cc1OC	·	5.2%	0.8	-2	40*	-1	16	8	·
O=C(NCCCn1ccnc1)C(=O)NCC1OCCCN1S(=O)(=O)c1ccc(Cl)cc1 (configuration not stated)	-51*	-3.0%	-0.4	0	-1	-5	4	-24	11
C#CCOCCOCCOCCNc1nc(N2CCN(C(=O)CCCCCCCCCCNC(=O)[C@H](CCCCN)n3cc(CCO)nn3)CC2)nc(N2CCN(C(=O)CCCCCCCCCCNC(=O)[C@H](CCCN=C(N)N)n3cc(C[C@@H](C)CC)nn3)CC2)n1	16	0.8%	1.4	4	-1	6	-12	-2	·
O=C(Nc1ccccc1-c1nc2ccccc2s1)c1ccc(Br)o1	-7	3.1%	1.3	2	0	-2	2	-8	-3
CCOC(=O)c1cccc(NC(=O)CC2C(=O)N(c3ccc(F)cc3)C(=O)N2C(C)C)c1 (configuration not stated)	0	0.9%	0.5	0	-2	-2	-2	·	3
COC(=O)CSc1nc2ccc(NC(=O)CSc3nnnn3Cc3ccccc3)cc2s1	-22	0.5%	0.2	6	-7	1	2	17	-16
Cc1ccc(-c2cc(C(=O)OCC(=O)Nc3cc(C)on3)c3ccccc3n2)c(C)c1	-1	4.4%	0.0	4	-16	1	-3	1	-15
CN(C)c1ccc(CNc2nc3ccccc3s2)cc1	7	19%	0.2	2	5	0	-9	-4	·
CCN(CC(=O)NCCCN1CCOCC1)S(=O)(=O)c1ccc(Cl)cc1	2	-1.4%	3.3	0	1	-2	·	-9	-1
CC(OC(=O)c1ccc(S(=O)(=O)N2CCCCC2)cc1)C(=O)Nc1ccc(C(N)=O)cc1 (configuration not stated)	-13	2.0%	0.3	1	4	-11	-11	9	1
O=C(COc1ccccc1[N+](=O)[O-])Nc1cccc(-c2nc3ccccc3s2)c1	-5	-0.1%	0.9	2	-2	1	6	·	0
CN(CC(=O)NCC1CCCCC1)CC(=O)Nc1ccccc1Br	-7	0.7%	-0.1	0	-6	-3	-6	-42	-18
CC(NC(=O)CN(c1ccc(F)cc1)S(C)(=O)=O)c1ccccc1 (configuration not stated)	-9	-1.0%	-0.2	0	8	-4	6	2	-3
O=C(NCc1cccc(Cl)c1)c1ccco1	-1	1.9%	-0.3	1	0	3	8	14	-2
Cc1cc(C)c(NC(=O)Cn2c(=O)n(CCC(=O)NCc3ccccc3Cl)c(=O)c3sccc32)c(C)c1	-11	?	0.6	6	-2	1	-4	·	-3
CCOC(=O)C1(CCCc2ccccc2)CCN(C(=O)CCn2cncn2)CC1	19	1.7%	1.5	2	-4	2	8	6	-7
CC(C)(OC(=O)c1ccc(C#N)cc1)c1cc2ccccc2c(=O)o1	·	0.0%	-1.4	2	4	-2	8	-6	·
CSc1nc(N2CCN(CCO)CC2)c2sc3nc(-c4ccco4)c4c(c3c2n1)CCC4	10	4.6%	0.5	3	10	-2	7	-7	·
O=c1cc(CN2CCN(S(=O)(=O)c3ccccc3)CC2)nc2sc(-c3ccccc3Cl)nn12	1	?	-0.1	0	1	3	11	·	·
COC(=O)c1ccc(C(NC(=O)OCc2ccccc2)/C(F)=C/[C@@H](C)C(=O)NCc2ccc(-c3ccccc3)cc2)cc1 (some centres not stated)	-11	0.1%	1.4	5	0	-4	0	16	·
CCOc1ccccc1NC(=O)Cc1cccs1	0	1.7%	-1.1	4	0	-2	10	-11	-12

Full records, quoted from the list:
CSc1nc(N2CCN(CCO)CC2)c2sc3nc(-c4ccco4)c4c(c3c2n1)CCC4 in the list: D1 antagonist = 10; RXFP1 ag = 4.6%; D2 ag = 0.5; D1 ag = 3; TRHR enhancer = 10; D1 PAM = -2; D2 potentiator = 7; D2 antag = -7; RXFP1 antag = ·
O=c1cc(CN2CCN(S(=O)(=O)c3ccccc3)CC2)nc2sc(-c3ccccc3Cl)nn12 in the list: D1 antagonist = 1; RXFP1 ag = ?; D2 ag = -0.1; D1 ag = 0; TRHR enhancer = 1; D1 PAM = 3; D2 potentiator = 11; D2 antag = ·; RXFP1 antag = ·
CN(CC(=O)NCC1CCCCC1)CC(=O)Nc1ccccc1Br in the list: D1 antagonist = -7; RXFP1 ag = 0.7%; D2 ag = -0.1; D1 ag = 0; TRHR enhancer = -6; D1 PAM = -3; D2 potentiator = -6; D2 antag = -42; RXFP1 antag = -18

(cont.)
SMILES	D1 antagonist	RXFP1 ag	D2 ag	D1 ag	TRHR enhancer	D1 PAM	D2 potentiator	D2 antag	RXFP1 antag
CCn1c(NC(=O)C2CCCCC2)nc2ccccc21	-13	0.6%	1.2	1	-5	2	-2	-8	13
O=C(OC1CCCCC1=O)c1ccc(S(=O)(=O)Nc2ccccc2)cc1 (configuration not stated)	-10	-1.5%	1.0	35*	13	2	10	-1	-3
Cc1cccn2c(=O)c(/C=C(\C#N)c3nc4ccccc4s3)c(Oc3ccc(F)cc3)nc12	3	0.0%	·	6	8	0	-4	·	-7
CC(C)C[C@H](NC(=O)CCn1nnc2ccccc2c1=O)C(=O)O	-3	6.5%	·	1	-1	-2	15	·	15
CCn1c(=O)cc(OCC(=O)Nc2cc(Cl)c(OC)cc2OC)c2ccccc21	1	?	-0.3	1	8	-4	12	·	·
CNc1nc(-c2ccccc2)cc(C)c1S(C)(=O)=O	-13	8.6%	-0.1	-1	-5	-2	-4	3	1
COc1ccccc1NC(=O)C(C)OC(=O)CC1CCCC1 (configuration not stated)	-13	1.3%	0.1	2	-4	-3	-10	-4	-8
O=C(CCn1cnc(-c2ccccc2)c1-c1ccccc1)N/N=C/c1ccc(O)cc1	11	-2.3%	-1.2	3	3	4	9	-2	-12
COC(=O)c1c(C)nc2c(c(SC)nn2-c2ccccc2)c1N	·	0.9%	0.0	4	29	-3	19	-10	-7
COc1ccc(N(CC(=O)NCCSc2ccccc2)S(=O)(=O)c2ccccc2)cc1	1	1.8%	0.8	11	-6	-3	-12	11	2
Cc1sc2nc(CSC(C)C(=O)Nc3ccccn3)[nH]c(=O)c2c1C (configuration not stated)	-1	1.0%	0.4	2	-4	6	17	8	-2
O=C(O)CCC(=O)N1CCN(S(=O)(=O)c2cccs2)CC1	37	-0.7%	0.6	4	3	-3	-4	1	0
Nc1ncnc2nc(SCc3ccccc3)[nH]c12	15	2.7%	1.0	1	-7	-6	3	-8	6
Cc1cc(CNC(=O)c2cc(COc3ccc(F)c(F)c3)on2)nn1C	-3	-1.0%	-0.1	27	3	1	2	5	-2
Cc1ccc(-n2nnnc2SCC(=O)NC2CCCc3ccccc32)cc1 (configuration not stated)	3	-0.6%	-0.2	2	11	7	3	3	-11
CC1(c2ccccc2)NC(=O)N(CC(=O)N2CCN(S(=O)(=O)c3cccs3)CC2)C1=O (configuration not stated)	-2	-0.9%	-0.3	7	2	-4	7	1	-7
O=[N+]([O-])c1cccc(S(=O)(=O)Nc2ccc(-c3ccc(N4CCCC4)nn3)cc2)c1	0	-1.2%	-0.9	0	-1	-3	-7	10	-71*
CN(Cc1ccccc1)S(=O)(=O)c1nnc(NC(=O)c2ccc(F)cc2)s1	16	7.0%	3.5	9	-11	1	7	1	28
CC(C)(C)NC(=O)CSc1nc2scc(-c3ccccc3)c2c(=O)[nH]1	-6	6.5%	-1.0	9	-2	-5	23	1	-9
O=C(c1cc(-c2ccc(Cl)c(Cl)c2)on1)N1CCN(c2ccccc2)CC1	-31*	0.9%	0.0	6	-5	-7	1	3	-18
COc1ccc(CCN(C)C(=O)CCc2nnc(-c3ccccc3)o2)cc1OC	5	-3.0%	0.2	3	12	-2	3	-12	8
C[N+]1(CCC(=O)c2ccccc2)CCCCC1	6	2.7%	1.3	1	0	-3	16	0	-14
COc1ccc(NC(=O)Nc2ccc(Cc3ccncc3)cc2)cc1OC	-4	-1.5%	0.0	4	9	-7	-2	1	-5
CC(C)NC(=O)CSc1nnc(COc2ccccc2Cl)o1	0	0.0%	0.4	1	-1	-2	8	-6	6
O=C(Nc1nc2ccc(Br)cc2s1)c1ccco1	5	-0.9%	-0.7	1	2	-5	-6	7	2

Later entries:
SMILES	D1 antagonist	RXFP1 ag	D2 ag	D1 ag	TRHR enhancer	D1 PAM	D2 potentiator	D2 antag	RXFP1 antag
Cc1cccc(-n2c(=O)c3c4c(sc3n3c(C)nnc23)CCCC4)c1	3	0.4%	-0.3	1	2	-3	·	·	-4
COc1cccc(NC(=O)Nc2cccc(-c3cn4cccnc4n3)c2)c1	-3	1.1%	-0.1	0	13	-5	-5	·	·
O=C(Cn1c(-c2cccs2)cc2ccccc21)NCCCN1CCN(c2ccc(F)cc2)CC1	-8	-1.3%	-0.5	8	8	-4	-12	·	-14
CC1CCCC(C)N1C(=O)c1cc(F)c(F)cc1Cl (configuration not stated)	-11	0.9%	0.5	0	-1	-1	-1	-15	6
O=C(Nn1cnnc1)c1cc(Cl)cc(Cl)c1	10	-1.1%	0.0	2	-17	-7	9	-21	8
O=C(O)CN1C(=O)c2ccc(Oc3cccc4c3C(=O)N(CC(=O)O)C4=O)cc2C1=O	-14	1.5%	-0.8	4	2	-17	0	22	11
Cc1ccc(O)c(C(=O)c2cc(C#N)c(=O)n(-c3nccs3)c2)c1	-1	1.2%	0.6	331*	9	4	19	14	-14
CCCCn1c(N)c(N(CC)C(=O)CSCC(=O)Nc2ccc(OC)cc2)c(=O)[nH]c1=O	-7	-0.5%	-0.3	6	-4	-4	3	4	13
CSc1ccc(-c2nnn(Cc3ccccn3)n2)cc1	4	3.0%	0.3	4	-2	-4	-9	-2	-3
CCOC(=O)c1c(-c2ccccc2)csc1NC(=O)c1nn(CC)cc1Br	-7	3.8%	0.4	8	6	-1	-7	4	-12
Cc1ccc(Nc2cc(C)c(C#N)c3nc4ccccc4n23)c(C)c1	-38*	0.0%	·	-1	4	-9	-3	·	·
Cc1ccc(OCCOc2ccc(Cl)cc2Cl)c([N+](=O)[O-])n1	-21	-0.4%	-0.1	12	-1	-6	-2	-1	-6
COc1cccc(CNC(=O)c2ccc(OCC(=O)N3CCOCC3)c(OC)c2)c1	7	-0.5%	-0.1	0	-4	-5	-2	3	-6
CCOC(=O)N1CCC(Nc2c(NCCCN(CC)CC)c(=O)c2=O)CC1	-7	0.1%	-1.1	2	4	·	-7	-14	·

Some of the compounds tested. The share of hits here may be higher or lower than overall.
